Source: PubChem (several laboratories)
RTF Ca sens act – cardiac RTF calcium sensitization. P19429+P45379. IANBD-labeled TnC RTF fluorescence at EC20 calcium; 0% EC20 calcium, 100% full calcium. activation, % at 7.2 µM. hit rate 0.24% among 340,000. AID 493008;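 active = activation above the mean over all tested compounds plus 3 SD, cut at about 30% in these data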;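 note: rise in fluorescence read as greater calcium sensitivity of cardiac thin filaments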
PKA-R2B activ – activators of human PKA-R2B complex. activation, % at 11.4 µM. PKA-R2B holoenzyme dissociation, Cy5-IP20 fluorescence polarization; R2B truncated from residue 108, S112A mutant; 0% DMSO only, 100% 113 µM cGMP. hit rate 0.079% among 340,000. P22694+P31323;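 active = activation above a cutoff set at the mean over all compounds plus 3 SD, cut at about 18% in these data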;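 note: higher means more holoenzyme dissociation and a rise in polarization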
LANA DNA inh – inhibitors of KSHV LANA C-terminal domain DNA binding; inhibition, % at 9 µM; AID 504423; MBP-C-LANA/FAM-LBS DNA binding, fluorescence polarization; hit rate 0.078% among 340,000;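 active = highest replicate inhibition at or above 60% at 9 µM, even if other replicates fall short; inactive = all replicates below 60% inhibition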;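 note: 0% = neutral control wells and 100% = 4 µM acridine orange control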
CAL PDZ FP-1 – blocks peptide binding to the human CAL PDZ domain | inhibition, % at 24.9 µM | Q9HD26 | purified CAL PDZ, TMR-peptide fluorescence polarization, 1 h | hit rate 0.92% among 300,000 | AID 602252;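 active = mean inhibition of at least 30% with at least half of replicates also reaching 30%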;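 note: 0% = DMSO neutral control and 100% = excess unlabeled competitor peptide PRC23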
DAGLB inhibitor – diacylglycerol lipase beta (human) inhibition; Q8NCG7; HEK293T DAGLB membrane lysate, EnzChek fluorogenic substrate; inhibition, % at 5.17 µM; hit rate 0.059% among 340,000; AID 504411; in the data active = inhibition above about 34%;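 note: 0% = enzyme with vehicle and 100% = wells lacking enzyme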
SR-BI uptake up – enhances SR-BI lipid uptake from DiI-HDL; activation, % at 12.5 µM; CHO ldlA[mSR-BI] cells, DiI-HDL uptake fluorescence, 3 h; 100 = double the neutral-control signal; AID 504775; hit rate 0.096% among 320,000;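 active = mean replicate activation of at least 60% and every replicate at or above 60%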;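 note: 0% = median plate neutral-control signal and 100% = twice that signal; values of inactives mirror those of a sister screen read the other way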
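Material: SR-BI-overexpressing, LDLR-lacking CHO cells | Dosing: Single compound concentration, delivered by pin transfer | Probe or stimulus: Labelled HDL, 10 µg/mL | Signal: Bottom-read cell fluorescence after medium removal, ex 550/em 595 nm | Schedule: 3 h, 37 °C | Evaluation: HDL uptake via cellular fluorescence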
Rtt109 Vps75 – C. albicans Rtt109 histone acetyltransferase inhibition | Q5AAJ8 | purified Rtt109/Vps75, ThioGlo CoA-SH fluorescence, 4 h | inhibition, % at 34.9 µM | hit rate 0.16% among 330,000 | AID 540336;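 active = inhibition of at least 50% in every replicate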
Target sequence (Q5AAJ8 whole entry, looked up): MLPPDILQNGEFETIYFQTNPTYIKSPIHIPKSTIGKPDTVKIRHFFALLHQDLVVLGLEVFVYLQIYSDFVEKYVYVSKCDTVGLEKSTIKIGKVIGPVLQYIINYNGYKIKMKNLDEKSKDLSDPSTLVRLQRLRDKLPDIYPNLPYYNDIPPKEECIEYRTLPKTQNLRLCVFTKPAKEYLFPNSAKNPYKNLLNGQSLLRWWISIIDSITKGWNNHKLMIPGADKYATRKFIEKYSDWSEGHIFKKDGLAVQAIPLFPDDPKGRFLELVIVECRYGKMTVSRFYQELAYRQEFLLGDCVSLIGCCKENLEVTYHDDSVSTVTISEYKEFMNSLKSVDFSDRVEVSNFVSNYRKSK
Keap1 Nrf2 FP – inhibitors of human Keap1-Nrf2 protein-protein interaction; hit rate 0.15% among 340,000; Keap1 Kelch-Nrf2 peptide fluorescence polarization, 1536-well; AID 504523; Q14145; inhibition, % at 9.4 µM; in the data active = inhibition above about 12%;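 note: human Keap1 Kelch domain with fluorescein labeled Nrf2 9mer peptide probe; 0% = neutral control wells and 100% = peptide positive control; higher means more block of Keap1 binding to Nrf2 peptide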
Target sequence (Q14145 whole entry, looked up, the tested form may be a part): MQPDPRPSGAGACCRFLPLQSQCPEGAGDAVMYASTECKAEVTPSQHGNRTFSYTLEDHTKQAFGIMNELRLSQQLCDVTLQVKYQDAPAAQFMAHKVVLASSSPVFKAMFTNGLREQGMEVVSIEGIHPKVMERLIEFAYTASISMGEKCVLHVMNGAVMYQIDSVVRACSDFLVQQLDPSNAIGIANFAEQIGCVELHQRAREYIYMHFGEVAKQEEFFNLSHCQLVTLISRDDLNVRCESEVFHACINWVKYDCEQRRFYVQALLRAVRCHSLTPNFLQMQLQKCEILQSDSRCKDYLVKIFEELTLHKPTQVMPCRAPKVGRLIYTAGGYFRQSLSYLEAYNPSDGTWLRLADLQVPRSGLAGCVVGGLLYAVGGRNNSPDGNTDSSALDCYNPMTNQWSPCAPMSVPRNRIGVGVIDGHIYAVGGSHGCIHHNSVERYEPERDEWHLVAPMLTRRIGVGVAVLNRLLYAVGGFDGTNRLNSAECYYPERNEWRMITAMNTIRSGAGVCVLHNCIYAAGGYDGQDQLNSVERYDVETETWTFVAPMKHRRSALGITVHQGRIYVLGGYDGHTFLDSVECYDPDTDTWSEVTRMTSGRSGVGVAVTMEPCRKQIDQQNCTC
RTF Ca sens inh – cardiac RTF calcium desensitization. P19429+P45379. IANBD-labeled cardiac RTF, Ca2+ fluorescence. inhibition, % at 7.15 µM. hit rate 0.12% among 340,000. AID 493244;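 active = inhibition above the mean inhibition of all tested compounds plus 3 SD, cut at about 17% in these data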;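 note: assay run at fixed EC70 calcium of 1.6 mM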
CAL PDZ FP-2 – human CAL PDZ-peptide interaction inhibition | purified CAL PDZ, TMR-peptide fluorescence polarization, 1 h | inhibition, % at 20 µM | hit rate 0.02% among 330,000 | AID 504414;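 active = highest replicate inhibition of at least 40%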;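 note: plate controls were DMSO neutral control wells for no effect and unlabeled competitor peptide control wells for full effect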
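Assay system – tagged CAL PDZ protein CerCALP, purified · Timing – 1 h at RT · Compound – single point, 20 µM · Measured by – fluorescence polarization from S- and P-plane intensities, G-factor corrected · Evaluation – inhibition from polarization loss · Probe or stimulus – TMR reporter peptide T*-PRC34 · Buffer or medium – pH 7.4 phosphate-saline buffer, reducing agent, detergent, IgG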
An asterisk follows results filed as active; · = not tested or not shown.

no.	Compound	RTF Ca sens act	PKA-R2B activ	LANA DNA inh	CAL PDZ FP-1	DAGLB inhibitor	SR-BI uptake up	Rtt109 Vps75	Keap1 Nrf2 FP	RTF Ca sens inh	CAL PDZ FP-2
1	Cc1cc(C)n(CC(=O)NNC(=O)COc2ccc(Cl)cc2Cl)n1	-2	-4	0.7	·	4	0	3	5	-9	0.1
2	C[C@@H]1COC(=O)[C@H](Cc2ccc(F)cc2)CC/C=C/C[C@@H](CC(=O)N[C@@H](CO)Cc2ccccc2)C(=O)N1	2	-1	-1.4	2	-2	-11	8	-5	-1	0.0
3	Cc1nc2c(C(=O)NCc3ccco3)cnn2c(C)c1Cc1ccc(F)cc1Cl	4	0	0.3	·	-3	-28	-8	-1	3	-2.9
4	COc1ccc(NC(=O)CN2C(=O)NC3(CCCCC3C)C2=O)cc1S(=O)(=O)N1CCOCC1 (centres undefined)	-1	-4	4.1	-5	-2	1	2	0	-6	-0.5
5	NC(=O)NC(CC(=O)NNC(=O)c1cccs1)c1ccc(Cl)cc1 (centres undefined)	-4	-1	0.7	31*	1	-1	-8	-7	2	0.8
6	O=C(NCc1ccccn1)C(=O)NN=C1CCCCCCC1	5	-6	-0.8	·	0	26	0	1	5	-0.5
7	COc1cccc(/C=N/NC(=O)c2ccc(N(C)S(=O)(=O)c3ccccc3)cc2)c1OC	3	-8	0.5	-3	-4	-83	·	-3	2	-2.1
8	Cc1ccc(N=C2CSC(=O)N2)cc1	2	-10	-0.3	-4	-1	10	-1	-3	-3	-0.1
9	CC1=CC(C)(C)N(C(=O)CSc2nncn2C)c2ccccc21	5	-11	1.4	-7	0	10	-11	-6	-13	-0.9
10	CN(C)C(=O)C1OC(C)(C)OC1C(=O)N(C)C (centres undefined)	2	6	-0.4	-2	-3	36	-3	-3	-4	-3.5
11	COc1ccc(-c2[nH]ncc2CN2CCSCC2)c(OC)c1	2	-3	1.7	·	-2	7	-7	2	-2	-1.8
12	CCN(Cc1ccccc1)S(=O)(=O)c1ccc(S(=O)(=O)N2CCN(CCC#N)CC2)cc1	-2	-5	-0.1	11	-2	13	-6	-6	-8	-1.5
13	C/C(=N\NC(N)=S)c1ccncc1	·	·	2.0	·	·	-4	-4	8	·	0.0
14	COc1ccc(CN2CCNC(=O)C2CC(=O)NCCCC2CCCC2)c(C)c1C (centres undefined)	3	-6	-2.0	-7	6	-12	-5	-5	1	-1.0
15	NS(=O)(=O)c1ccc(NC(=O)CCC2CCCCC2)cc1	-4	-7	0.2	-2	2	6	·	2	0	-2.5
16	COc1cc(NC(=O)C(C)Oc2ccccc2)c(C(=O)O)cc1OC (centres undefined)	-1	7	0.7	5	3	18	-8	2	3	-1.0
17	CN(Cc1ccccc1)CC(O)COc1ccc(CNCc2cc3ccccc3s2)cc1 (centres undefined)	-6	-7	-3.9	-1	-6	-9	1	-5	0	-1.4
18	CCC(=O)c1cc(F)ccc1OCC(=O)N1CCN(c2ccc(F)cc2)CC1	8	-5	0.6	-1	0	-28	-1	0	-13	-3.7
19	O=C(NC1CCCC1)C(=O)c1c[nH]c2ccccc12	-1	-8	-1.7	-6	1	22	-2	0	-1	-2.4
20	Nc1nc(SCc2ccc(Cl)cc2Cl)c2ncn(C3OC(CO)C(O)C3O)c2n1 (centres undefined)	-3	-4	-0.5	-6	0	12	-5	-1	3	-2.0
21	CN1CCC(=NNC(=O)C(=O)NC2CCCCC2)CC1	8	6	1.8	-3	1	-6	2	-8	3	0.8
22	COc1c(C)cc(C(=O)C2CCCN(Cc3ccc(Oc4ncccn4)cc3)C2)cc1C (centres undefined)	0	-10	-0.7	-6	-1	-6	13	4	4	-1.4
23	CCC(C)NC(=O)CSc1nnc(-c2ccncc2)n1-c1ccc(OC)cc1 (centres undefined)	0	4	-7.6	-2	0	6	-6	4	-1	-1.1
24	Cc1cccc(Oc2nccc(C(F)(F)F)c2C(=O)Nc2ccc(F)cc2F)c1	14	-2	-2.0	-1	-7	-8	3	-6	-1	1.1
25	Cc1ccc(-c2nnc(SC(C)C(=O)NCC3CCCO3)nc2-c2ccc(C)cc2)cc1 (centres undefined)	-8	-7	0.4	-2	-2	-66	-5	-6	-19	-2.8
26	CNc1nnc(-c2ccc(C)cc2)c2ccccc12	3	-3	-1.1	13	1	3	9	7	-4	-2.6
27	N#CCc1nc2ccc(S(=O)(=O)N3CCOCC3)cc2s1	-1	-3	0.3	-5	-1	-11	-11	-2	-10	0.9
28	Cc1cc(NC(=O)COC(=O)C2CSC3(C)CCC(=O)N23)ccc1Br (centres undefined)	2	6	-1.1	·	2	-4	-2	-4	2	-2.0
29	Cc1ccc(S(=O)(=O)NCCSc2nnnn2C)cc1	-1	-14	-1.7	-2	-1	13	10	-1	-2	0.1
30	Cc1cc(C)c(S(=O)(=O)N2CCN(c3ccc([N+](=O)[O-])c(-n4nc(C)cc4C)c3)CC2)c(C)c1	5	1	0.6	-8	-4	-61	3	-1	-3	·
31	CC(C)(C)NC(=O)C(=O)NN=C1CCCCCCCCCCC1	-1	9	-1.6	·	1	7	2	1	6	-0.4
32	Cc1ccnc(NC(=O)CCCOc2ccccc2)c1	-5	-9	0.4	-2	-3	11	14	1	-2	-3.0
33	N=C1/C(=C\c2ccc(OC(=O)c3ccco3)cc2)C(=O)N=C2SC(N3CCCCC3)=NN12	5	-10	0.4	-2	6	34	15	-1	-3	0.1
34	CCn1c2c(c(=N)c3ccccc31)CCC2	-3	-3	-1.7	-4	0	·	-7	1	2	-0.2
35	O=S1(=O)CC=C(CSc2nc3ccccc3[nH]2)C1	0	6	0.5	-4	0	9	-6	-1	-5	-1.9
36	O=C(C(Cl)c1ccccc1)N1CCOCC1 (centres undefined)	-7	-7	0.4	-5	1	20	-8	1	-43	-0.4
37	O=C(CSc1ccccc1)Nc1cccc(S(=O)(=O)N2CCCCC2)c1	-2	-4	-0.8	-2	-4	1	1	2	0	-0.2
38	Cc1c(/C=N/NC(=O)c2ccc3c(c2)OCO3)cnn1C	5	6	-0.6	-3	5	15	4	-1	-1	0.0
39	CCc1ccccc1N1CC23C=CC(O2)C(C(=O)OC)C3C1=O (centres undefined)	4	5	-1.5	·	1	14	-6	0	-6	-0.3
40	O=C(CCN1C(=O)c2ccccc2C1=O)N1CCN(C(=O)c2ccccc2)CC1	-2	-4	-0.9	-4	3	40	1	-1	4	-1.5

Structures listed so far shown as hits in CAL PDZ FP-1:
entry	SMILES	PKA-R2B activ	LANA DNA inh	CAL PDZ FP-1	DAGLB inhibitor	SR-BI uptake up	Rtt109 Vps75	Keap1 Nrf2 FP	CAL PDZ FP-2
5	NC(=O)NC(CC(=O)NNC(=O)c1cccs1)c1ccc(Cl)cc1 (centres undefined)	-1	0.7	31*	1	-1	-8	-7	0.8

Continuation.
no.	Compound	RTF Ca sens act	PKA-R2B activ	LANA DNA inh	CAL PDZ FP-1	DAGLB inhibitor	SR-BI uptake up	Rtt109 Vps75	Keap1 Nrf2 FP	RTF Ca sens inh	CAL PDZ FP-2
41	O=C1NC2(CCCCC2)C(=O)N1CC(=O)N1CCc2ccccc21	-4	1	-1.5	-1	2	11	-3	7	7	0.1
42	Cc1ccc(CN(Cc2cccnc2)C(=S)Nc2cccc(Cl)c2C)cc1	2	1	-1.3	-4	-12	10	-4	0	-12	·
43	COc1ccc(-c2nc3ccccc3c(=O)n2CCc2ccc(O)cc2)cc1	-1	0	2.6	-2	-2	-53	·	-7	-8	0.4
44	COc1cc(CNC(C)(C)CO)ccc1OCC(=O)NC(C)(C)C	7	-12	-1.1	-2	1	33	8	-6	1	-1.4
45	O=C(Cn1cnc2c(nnn2Cc2ccccc2F)c1=O)N1CCN(c2ccccc2)CC1	-11	-5	-2.7	-3	1	-22	-15	4	-11	-2.0
46	COc1ccc(-n2ncc(C(C)NS(=O)(=O)c3cc(F)ccc3C)c2C)cc1 (centres undefined)	0	-2	0.1	-3	-1	-2	6	3	-2	0.7
47	O=C(CNS(=O)(=O)c1ccc(Br)cc1Cl)OCC(=O)c1ccc[nH]1	-6	5	-0.4	-5	2	-22	-1	1	-2	0.1
48	O=C(O)CSCC(=O)NC1CCCc2ccccc21 (centres undefined)	3	-4	1.8	10	-2	35	-1	1	4	1.0
49	Cc1ccnc(NC(=O)c2ccc(Cl)c(S(=O)(=O)N3CCCCC3)c2)c1	10	-1	0.5	-4	-3	-6	4	-5	-4	-3.9
50	COC(=O)CSc1nc2ccccc2c(=O)n1Cc1ccccc1	-3	8	-1.9	-2	-1	-22	4	-9	-7	-1.0
51	CC(C)C(OC(=O)c1nsc(Cl)c1Cl)C(=O)NCc1ccc2c(c1)OCO2 (centres undefined)	7	0	0.1	-2	-4	17	30	1	-7	-2.9
52	Cc1cc(C)nc(N/N=C/c2ccc(N3CCOCC3)cc2)n1	0	-5	-2.1	-3	1	-34	-4	-4	10	-0.8
53	CC(=O)Nc1cccc(OCCOc2cccc([N+](=O)[O-])c2)c1	-4	-2	-1.7	-1	0	-3	9	1	3	-1.0
54	Cc1sc(NC(=O)c2ccco2)c(CN2CCN(c3ccccn3)CC2)c1C	0	1	-0.7	·	-6	-37	4	-2	-9	-0.9
55	O=C(CCN1CCN(C/C=C/c2ccccc2)CC1)Nc1ccccc1Cl	-5	-6	1.5	·	-1	3	2	1	-7	0.3
56	O=[N+]([O-])c1cc(Br)c2nsnc2c1N1CCOCC1	4	-2	0.3	·	19	-8	-8	-5	3	0.8
57	COCCN(CCOC)C(=O)COC(=O)c1ccc(Cl)c(S(=O)(=O)N(C)c2ccccc2)c1	-2	6	-0.5	4	-5	-40	10	2	1	-1.0
58	CC(C)(CN1CCN(c2ccccc2)CC1)NS(=O)(=O)c1ccccc1	2	-4	-0.5	-5	-4	-5	4	2	6	1.5
59	CC(C)(C)c1ccc(C(=O)Nc2cnccn2)cc1	1	0	1.8	-5	0	35	-10	-1	-1	-3.1
60	COCCn1c(SCC(=O)Nc2cccc(NC(C)=O)c2)nc2c([nH]c3ccccc32)c1=O	-3	0	-0.5	-2	2	-12	-5	-1	2	0.1
61	O=C(Cc1ccc(Cl)cc1)Nc1ccccc1CO	7	1	1.4	-3	0	-5	11	-6	2	0.7
62	N#Cc1cc([N+](=O)[O-])ccc1NC(=O)COC(=O)c1cnccn1	3	-5	0.0	-3	1	-6	2	-2	-8	-0.9
63	CCCCNC(=O)C(C#N)c1nc2ccccc2nc1N1CCN(Cc2ccc3c(c2)OCO3)CC1 (centres undefined)	3	9	0.6	-12	-3	·	-1	-3	-9	0.2
